# Screening data: PubChem BioAssay, several laboratories
# CIT2 TOR yeast: yeast TOR pathway CIT2-GFP modulation. GFP response vs DMSO, % at 10 µM. AID 2029. S. cerevisiae CIT2-GFP strain, flow cytometry, 3 h; 100 means same as DMSO wells. 0.065% of 320,000 active;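 active = GFP response relative to DMSO above a set limit, near the screen mean plus 3 SD, cut at about 150% in these data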;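 also: ratio of well median GFP fluorescence to mean of DMSO wells on the plate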
# MEP2-GFP yeast: alters MEP2-GFP fluorescence in TOR pathway yeast screen. S. cerevisiae MEP2-GFP strain, flow cytometry GFP, 3 h; 100% = DMSO control level. GFP response vs DMSO, % at 10 µM. 0.51% of 330,000 active;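 active = GFP response versus DMSO above a set limit, roughly screen mean plus 3 SD, cut at about 180% in these data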;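 also: median GFP fluorescence of the barcode-gated MEP2-GFP cells per well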
# procasp7 counter: activates human procaspase-7, counter-screen for procaspase-3 activators; P55210; recombinant procaspase-7, Ac-DEVD-pNA absorbance 405 nm; D23A/D198A/D206A triple mutant, cannot self-cleave; scale: DMSO 0, 5 µM enzyme 100; activation, % at 8.5 µM; 0.093% of 330,000 active; AID 463210;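 active = percent activation above the screen-wide mean plus 3 SD, cut at about 25% in these data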
# Target sequence (P55210 whole entry D23A/D198A/D206A): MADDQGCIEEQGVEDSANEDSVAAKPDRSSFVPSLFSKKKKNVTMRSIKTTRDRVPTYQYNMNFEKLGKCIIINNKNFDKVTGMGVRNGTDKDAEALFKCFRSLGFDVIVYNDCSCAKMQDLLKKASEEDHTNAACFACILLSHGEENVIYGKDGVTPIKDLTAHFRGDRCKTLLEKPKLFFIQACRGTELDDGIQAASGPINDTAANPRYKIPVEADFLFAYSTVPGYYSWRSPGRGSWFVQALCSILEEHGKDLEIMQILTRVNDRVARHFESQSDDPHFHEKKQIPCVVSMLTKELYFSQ
#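 System: Uncleavable procaspase-7 mutant enzyme; Amount: 2 µM procaspase-7 mutant as dispensed; Schedule: 1 h compound preincubation, 2 h substrate cleavage, 25 °C; Measured by: 405 nm absorbance of p-nitroaniline; Evaluation: percent activation from buffer-corrected 0–120 min absorbance change; Control set: low DMSO alone, high DMSO plus 5 µM PC-7.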
# AHR activator: human AHR activation; P35869; AHR-responsive luciferase reporter cells, luminescence; activation, % at 5 µM; 2.5% of 320,000 active; AID 2796; in the data active = activation above about 47%;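 also: 0% = vehicle wells and 100% = reference agonist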
# LAP4-GFP MLPCN: modulators of TOR pathway LAP4-GFP in S. cerevisiae; GFP response vs DMSO, % at 10 µM; AID 2023; S. cerevisiae LAP4-GFP multiplex, flow cytometry GFP, 3 h; median GFP as percent of DMSO wells; 0.34% of 320,000 active;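 active = GFP response vs DMSO above a set limit, about the screen mean plus 3 SD, cut at about 150% in these data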
# AGP1-GFP MLPCN: modulators of TOR pathway AGP1-GFP in S. cerevisiae; S. cerevisiae AGP1-GFP multiplex flow cytometry, 3 h; GFP as percent of DMSO wells; GFP response vs DMSO, % at 10 µM; 0.02% of 320,000 active; AID 2066;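 active = GFP response relative to DMSO above a set limit, near screen average plus 3 SD, cut at about 150% in these data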;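 also: median GFP channel fluorescence of the gated AGP1 strain per well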
# RPL19A-GFP yeast: modulators of TOR pathway RPL19A-GFP in S. cerevisiae. percent response vs DMSO, % at 10 µM. S. cerevisiae RPL19A-GFP strain, flow cytometry, 3 h; hits give low values. 0.3% of 330,000 active;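 active = percent response vs DMSO below 50%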;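 also: median channel GFP fluorescence of the barcoded RPL19A-GFP strain; ratio of sample median GFP to plate DMSO average so 100% = DMSO; lower means less RPL19A-GFP as with rapamycin TOR inhibition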
# procasp3 activ: activates human procaspase-3 | activation, % at 8.5 µM | recombinant procaspase-3 D3A, Ac-DEVD-pNA absorbance 405 nm | 0.11% of 330,000 active | P42574;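 active = activation above the mean of all tested compounds plus 3 SD, cut at about 21% in these data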;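 also: 0% = DMSO alone and 100% = DMSO wells spiked with extra 5 µM PC-3 D3A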
# Target sequence (P42574 whole entry D9A/D28A/D175A): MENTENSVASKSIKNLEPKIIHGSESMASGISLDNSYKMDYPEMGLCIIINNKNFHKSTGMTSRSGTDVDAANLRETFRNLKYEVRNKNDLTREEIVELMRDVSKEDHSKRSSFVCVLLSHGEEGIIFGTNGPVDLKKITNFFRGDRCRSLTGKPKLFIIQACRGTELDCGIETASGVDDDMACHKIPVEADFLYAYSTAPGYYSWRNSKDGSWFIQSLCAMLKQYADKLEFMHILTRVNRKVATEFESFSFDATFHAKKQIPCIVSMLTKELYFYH
#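 System: Procaspase-3 D3A mutant. Medium: Zinc-free 300 mM NaCl, 50 mM HEPES, 0.01% Triton X-100. Schedule: 1 h preincubation plus 2 h reaction at 25 °C. Measured by: 405 nm absorbance of p-nitroaniline, reads at 0 and 120 min. Read-out: percent activation relative to control range.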
# The depositor's hits bear a star; . = no result given.
1: CCCCC1CCC(C(=O)Nc2ccccc2N2CCOCC2)CC1 (configuration not stated)
2: O=C1NC(Nc2nccs2)(C(F)(F)F)C(=O)N1CCc1ccccc1 (configuration not stated)
3: CC(C)Cn1cnc2c1c(=O)[nH]c(=O)n2Cc1ccccc1
4: CCC(C)[C@H](NC(=O)N1CCCCCC1)C(=O)OC (some centres not stated)
5: O=C(Nc1ccc(CN2CCOCC2)cc1)c1ccc(-c2cccc([N+](=O)[O-])c2)o1
6: Cc1ccc(CS(=O)Cc2ccc(C(=O)NCC(C)c3ccccc3)o2)cc1 (configuration not stated)
7: CCOP(=O)(/C(C#N)=C(/O)c1ccccc1)c1ccccc1 (configuration not stated)
8: CCN1C(=O)C(=O)N(CC(=O)Nc2cccc(C(F)(F)F)c2)C1=O
entry no.	1	2	3	4	5	6	7	8
CIT2 TOR yeast	94	110	103	110	103	114	97	89
MEP2-GFP yeast	106	102	117	93	110	115	100	101
procasp7 counter	10	7	-9	7	-1	-4	7	-2
AHR activator	-1	1	1	0	-1	6	12	0
LAP4-GFP MLPCN	106	107	104	108	101	100	111	96
AGP1-GFP MLPCN	105	104	100	90	105	106	105	82
RPL19A-GFP yeast	96	101	106	92	106	102	102	98
procasp3 activ	4	4	9	-18	-10	7	7	5

9: COCCn1c(SCC#N)nnc1-c1ccccc1
10: Cc1ccc(C)c(NC(=O)CCC(=O)OC(C(=O)c2ccccc2)c2ccccc2)c1 (configuration not stated)
11: Cc1cccc(N(C(=O)CCC(=O)Nc2cc(C)on2)C(C(=O)NC2CCCC2)c2ccccc2)c1 (configuration not stated)
12: COC(=O)C1=CNC=C(C(=O)OC)C1c1cccc2ccccc12
13: CCn1cc(CNC(=O)c2cc(COc3ccc(F)cc3Cl)on2)cn1
14: Nc1nonc1-n1nnc(C(=O)N/N=C/c2ccccc2Cl)c1CN1CCOCC1
15: COc1ccc(-n2ncc3c(N4CCc5ccccc54)ncnc32)cc1
16: Cc1noc(C)c1S(=O)(=O)N1CCCC(C(=O)NC2CCCCC2)C1 (configuration not stated)
entry no.	9	10	11	12	13	14	15	16
CIT2 TOR yeast	103	108	102	97	99	101	104	104
MEP2-GFP yeast	84	104	106	110	96	101	96	100
procasp7 counter	6	-1	-4	13	1	-2	-8	-1
AHR activator	-1	2	-2	0	-12	3	9	1
LAP4-GFP MLPCN	96	83	96	94	97	94	99	100
AGP1-GFP MLPCN	102	106	104	93	95	100	99	101
RPL19A-GFP yeast	103	99	103	105	93	97	.	101
procasp3 activ	1	-1	2	8	-3	3	3	9

17: Cc1cccc2cc(CN(Cc3cccs3)Cc3nnnn3Cc3ccccc3)c(=O)[nH]c12
18: CC(=O)Nc1csc2ccccc12
19: Cc1ncn2cc(-c3ccc(Cl)cc3Cl)[nH]c(=O)c12
20: CCCCN(C(=S)Nc1cccc(C)c1C)c1c(N)n(CCC)c(=O)[nH]c1=O
21: Cc1cccc(NC(=O)C2Cc3ccccc3O/C2=N\O)c1 (configuration not stated)
22: O=C(C1=C[C@H](c2ccc(C(F)(F)F)cc2)C[C@H](OCCCCO)O1)N1CCOCC1
23: CC[C@@]1(C(=O)OC)N[C@H](CN(C)C(=O)Nc2ccc(C)cc2)[C@@H]2C(=O)N(Cc3ccccc3)C(=O)[C@@H]21
24: CCN(CC)C1=CC(=O)OC12CCCCC2
entry no.	17	18	19	20	21	22	23	24
CIT2 TOR yeast	99	104	105	89	98	105	87	114
MEP2-GFP yeast	105	109	107	92	120	103	80	99
procasp7 counter	9	1	11	5	.	-2	-5	17
AHR activator	22	9	57*	3	.	1	6	-1
LAP4-GFP MLPCN	102	119	116	107	117	98	85	83
AGP1-GFP MLPCN	104	111	114	101	108	114	82	96
RPL19A-GFP yeast	101	103	103	94	108	105	87	105
procasp3 activ	8	-2	7	-1	.	2	2	3

# Shown with values under each structure: 5 of the compounds above
# Values run as follows: CIT2 TOR yeast, MEP2-GFP yeast, procasp7 counter, AHR activator, LAP4-GFP MLPCN, AGP1-GFP MLPCN, RPL19A-GFP yeast, procasp3 activ
17	Cc1cccc2cc(CN(Cc3cccs3)Cc3nnnn3Cc3ccccc3)c(=O)[nH]c12
→ 99, 105, 9, 22, 102, 104, 101, 8
18	CC(=O)Nc1csc2ccccc12
→ 104, 109, 1, 9, 119, 111, 103, -2
19	Cc1ncn2cc(-c3ccc(Cl)cc3Cl)[nH]c(=O)c12
→ 105, 107, 11, 57*, 116, 114, 103, 7
20	CCCCN(C(=S)Nc1cccc(C)c1C)c1c(N)n(CCC)c(=O)[nH]c1=O
→ 89, 92, 5, 3, 107, 101, 94, -1
21	Cc1cccc(NC(=O)C2Cc3ccccc3O/C2=N\O)c1 (configuration not stated)
→ 98, 120, ., ., 117, 108, 108, .

# Next results follow.
25: Cc1ccc(-c2csc(NC(=S)NC(=O)c3cccs3)n2)cc1
26: COc1cc(/C=C(\C#N)C(=O)Nc2ccccn2)ccc1O
27: Cn1c(SCC(=O)NC2CCCC2)nnc1-c1ccco1
28: CC[N+](CC)(CC#Cc1ccccc1)CC(=O)c1ccc(Cl)cc1
29: Cc1ccccc1C(=O)N1CCC(C(=O)N(C)CC(=O)Nc2cccc(F)c2)CC1
30: C=CCN1C(=O)C(O)(CC(=O)c2ccc(OC)cc2OC)c2cc(Br)ccc21 (configuration not stated)
31: CCC(=O)c1ccc(OCC(=O)OCC(=O)N2CCc3ccccc32)cc1
32: COc1cc(NC(=O)c2n[nH]c(=O)c3ccccc23)cc(OC)c1
entry no.	25	26	27	28	29	30	31	32
CIT2 TOR yeast	89	111	102	95	103	97	104	100
MEP2-GFP yeast	86	112	103	104	105	100	101	99
procasp7 counter	6	1	-9	1	2	2	1	3
AHR activator	1	-2	0	35	-4	5	8	10
LAP4-GFP MLPCN	94	94	96	96	98	105	111	109
AGP1-GFP MLPCN	95	93	104	101	103	100	108	106
RPL19A-GFP yeast	92	107	104	100	105	99	100	103
procasp3 activ	0	-3	-1	-1	10	9	-1	3

33: Cc1ccc(S(=O)(=O)Nc2cccc(C(=O)NCC(C)(C)N3CCOCC3)c2)cc1F
34: CN(Cc1ccccc1)S(=O)(=O)c1ccc(OCC(=O)N2CCOCC2)cc1
35: CS(=O)(=O)NN1C(=O)c2ccccc2NC1c1cccs1 (configuration not stated)
36: Cc1ccccc1CNC(=O)COc1ccccc1
37: CCOc1ccc(S(=O)(=O)N2CCCCC2)cc1NC(=O)Cc1cccc(C(F)(F)F)c1
38: C=CC[C@@H](Cc1ccc(F)cc1)C(=O)OC[C@H]1CCCN1C(=O)[C@@H](CC=C)CC(=O)N[C@H](CO)Cc1ccccc1
39: Cc1nn(CC(=O)N2CCN(Cc3ccccc3)CC2)c(=O)c2ccccc12
40: Cc1cc(C)n(CC(C)NC(=O)c2cc(COc3c(F)cccc3F)on2)n1 (configuration not stated)
entry no.	33	34	35	36	37	38	39	40
CIT2 TOR yeast	94	75	104	104	110	84	101	95
MEP2-GFP yeast	104	90	95	110	104	92	105	96
procasp7 counter	-9	-3	-4	13	-6	-3	-3	3
AHR activator	-2	2	0	0	1	-1	2	4
LAP4-GFP MLPCN	109	83	96	90	102	90	101	101
AGP1-GFP MLPCN	107	85	100	100	105	94	105	99
RPL19A-GFP yeast	97	110	99	104	102	93	101	106
procasp3 activ	3	3	-5	-9	3	2	11	-2

41: Cc1ccn2c(=O)nc(SCC(=O)NCc3ccc4c(c3)OCO4)nc2c1
42: CC1CC(C)CN(C(=O)COC(=O)c2cc([N+](=O)[O-])ccc2N2CCOCC2)C1 (configuration not stated)
43: O=C(C[n+]1cccc(/C=N/O)c1)N1CCCCCC1
44: CCc1cc2c(NCCN3CCCCC3)ncnc2s1
45: COc1ccccc1NC(=O)CCN1C(=O)C2C3CCC(C3)C2C1=O (configuration not stated)
46: Cc1nc2ccccc2c2c1C(=O)NC2=O
47: O=C(O)C(Cc1cn[nH]n1)=NO
48: Cc1ccc(S(=O)(=O)NCC(=O)N2CCCCC2)cc1
entry no.	41	42	43	44	45	46	47	48
CIT2 TOR yeast	115	105	101	103	95	124	105	98
MEP2-GFP yeast	112	113	107	100	99	91	108	98
procasp7 counter	2	-27	-6	-8	2	15	4	1
AHR activator	7	4	-1	5	13	7	0	-2
LAP4-GFP MLPCN	105	102	104	89	91	111	93	92
AGP1-GFP MLPCN	111	101	105	103	87	119	107	97
RPL19A-GFP yeast	106	97	103	98	99	101	103	98
procasp3 activ	-13	2	1	3	3	1	6	5

# Single records, as listed above:
# CCN(CC)C1=CC(=O)OC12CCCCC2 as listed: CIT2 TOR yeast = 114; MEP2-GFP yeast = 99; procasp7 counter = 17; AHR activator = -1; LAP4-GFP MLPCN = 83; AGP1-GFP MLPCN = 96; RPL19A-GFP yeast = 105; procasp3 activ = 3
# O=C(Nc1ccc(CN2CCOCC2)cc1)c1ccc(-c2cccc([N+](=O)[O-])c2)o1 as listed: CIT2 TOR yeast = 103; MEP2-GFP yeast = 110; procasp7 counter = -1; AHR activator = -1; LAP4-GFP MLPCN = 101; AGP1-GFP MLPCN = 105; RPL19A-GFP yeast = 106; procasp3 activ = -10

# (more compounds)
49: COc1ccc(NC(=O)CN(C)C(=O)c2ccc(NC3CC3)c([N+](=O)[O-])c2)cc1
50: O=C(COc1ncnc2ccccc12)NCC1CCCO1 (configuration not stated)
51: CC(C)NC(=O)C1(c2ccccc2)CCOCC1
52: CC1CCCC(C)N1/N=C/c1ccc(N(C)C)cc1 (configuration not stated)
53: Cc1ccc(C(=O)C2CCN(CC(=O)Nc3ccc(N(C)C)cc3)CC2)cc1
54: O=C(NCCCNC(=O)c1ccccc1)c1ccccc1
55: CCC1SC2=NCCN2C1(O)c1ccc(Cl)cc1 (configuration not stated)
56: Cc1ccc(C)c(NC(=O)CSc2ccc(S(=O)(=O)N3CCCC3)cn2)c1
entry no.	49	50	51	52	53	54	55	56
CIT2 TOR yeast	105	100	103	97	.	102	122	91
MEP2-GFP yeast	108	102	92	103	103	102	128	100
procasp7 counter	2	3	5	-2	-9	3	-14	0
AHR activator	4	0	0	9	0	-2	3	1
LAP4-GFP MLPCN	108	103	86	102	99	105	131	103
AGP1-GFP MLPCN	105	102	81	103	109	101	122	101
RPL19A-GFP yeast	104	97	86	107	107	97	103	99
procasp3 activ	6	3	0	1	-5	3	6	-2

57: O=C(CSc1nnc(CNC(=O)c2ccc(F)cc2)o1)Nc1nccs1
58: CCn1ncc(Br)c1C(=O)Nc1nccs1
59: O=C(Nc1ccc(Cl)c(Cl)c1)Nc1ccccc1NS(=O)(=O)c1cccs1
60: CC(CCc1ccccc1)NC(=O)Cn1cccc1C(=O)c1ccccc1 (configuration not stated)
61: O=C(CCN1C(=O)c2ccccc2C1=O)Nc1ccc(-c2cn3ccsc3n2)cc1
62: CCc1nnc(NC(=O)CCS(=O)(=O)Cc2ccccc2)s1
entry no.	57	58	59	60	61	62
CIT2 TOR yeast	94	99	92	102	97	109
MEP2-GFP yeast	102	106	93	107	100	104
procasp7 counter	-3	3	-5	2	4	-5
AHR activator	-1	2	3	3	102*	13
LAP4-GFP MLPCN	98	108	101	95	96	94
AGP1-GFP MLPCN	96	111	97	99	104	105
RPL19A-GFP yeast	94	102	97	97	96	108
procasp3 activ	10	-7	-6	11	-3	-2
